Tb PYK inh – qHTS of Trypanosoma Brucei Inhibitors. TbPYK enzyme, Kinase-Glo Plus ATP luminescence, 45 min. Potency, µM (series often up to 76.8 µM), without a hit: top-dose activity, negative = inhibition, hits mostly inhibitors. AID 624173, 2012. 0.12% of 410,000 active; further: potency means the concentration at half of the fitted maximal effect; nearly all actives have a fitted effect of over 50% in size
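Luminescent Kinase-Glo Plus end-point after 45 min room-temperature reaction of T. brucei pyruvate kinase started with 130 uM ADP (final). Buffer TEA 50 mM pH 7.2 with KCl, MgCl2, BSA, Tween-20; titration-based qHTS with fitted concentration-effect curves.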
LmPK inhibitor – qHTS Assay for Inhibitors of Leishmania Mexicana Pyruvate Kinase (LmPK); purified LmPK, Kinase-Glo ATP luminescence, 1 h; Potency, µM (series often up to 57.5 µM), inactives show at the top dose activity change, negative = inhibition, actives largely listed as inhibitors; 0.37% of 290,000 active; AID 1721, 2009; further: potency means the concentration at half of the fitted maximal effect
Target sequence (Q27686 whole entry, looked up): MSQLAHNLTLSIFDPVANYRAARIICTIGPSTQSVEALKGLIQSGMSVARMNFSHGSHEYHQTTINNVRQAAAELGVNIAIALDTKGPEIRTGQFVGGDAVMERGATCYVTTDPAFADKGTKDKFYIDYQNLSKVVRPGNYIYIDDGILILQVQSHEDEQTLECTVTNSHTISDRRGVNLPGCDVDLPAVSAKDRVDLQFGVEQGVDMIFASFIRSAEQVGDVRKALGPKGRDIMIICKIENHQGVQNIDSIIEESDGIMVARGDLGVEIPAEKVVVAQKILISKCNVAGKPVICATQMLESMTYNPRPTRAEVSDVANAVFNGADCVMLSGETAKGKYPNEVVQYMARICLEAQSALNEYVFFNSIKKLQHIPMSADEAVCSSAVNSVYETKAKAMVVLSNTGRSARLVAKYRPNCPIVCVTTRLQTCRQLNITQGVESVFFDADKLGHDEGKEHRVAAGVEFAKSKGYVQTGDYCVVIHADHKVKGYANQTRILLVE
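In 50 mM imidazole pH 7.2 with 7 mM MgCl2, LmPK (0.1 nM) turned over PEP (0.5 mM) and ADP (0.1 mM) for 1 h at room temperature. Luciferase read-out of ATP.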
HCV inhibitor – qHTS Assay for Inhibitors of Hepatitis C Virus (HCV) | Potency, µM (top dose mostly 41.8 µM), for inactives: at the highest dose activity change, negative = inhibition, usual class: inhibitors | 3.4% of 340,000 active | Huh7.5.1 HCVcc-Cre infection, luciferase reporter, 44 h; further: potency means the concentration at half of the fitted maximal effect
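Luciferase read-out (15 sec integration) after a 15 min room-temperature substrate step quantifies HCVcc-Cre infection. Cells, 1,000 per well, had compound added 4 h post-plating, then virus at ~0.5 moi, and were cultured 44 h.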
AmpC detergent – qHTS Inhibitors of AmpC Beta-Lactamase (assay with detergent); Potency, µM (doses to about 114 µM), without a hit: at the top dose activity change, negative = inhibition, hits mostly inhibitors; AID 485294, 2010; 0.041% of 370,000 active; P00811; AmpC hydrolysis of nitrocefin, absorbance 480 nm, 0.01% Triton;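 further: potency means the concentration at half of the fitted maximal effect; 0% = no-compound wells and -100% = no-enzyme wells; nearly all actives have a fitted effect of over 25% in size; some results filed as inactive show a strong effect at the top dose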
Target sequence (P00811 whole entry, looked up): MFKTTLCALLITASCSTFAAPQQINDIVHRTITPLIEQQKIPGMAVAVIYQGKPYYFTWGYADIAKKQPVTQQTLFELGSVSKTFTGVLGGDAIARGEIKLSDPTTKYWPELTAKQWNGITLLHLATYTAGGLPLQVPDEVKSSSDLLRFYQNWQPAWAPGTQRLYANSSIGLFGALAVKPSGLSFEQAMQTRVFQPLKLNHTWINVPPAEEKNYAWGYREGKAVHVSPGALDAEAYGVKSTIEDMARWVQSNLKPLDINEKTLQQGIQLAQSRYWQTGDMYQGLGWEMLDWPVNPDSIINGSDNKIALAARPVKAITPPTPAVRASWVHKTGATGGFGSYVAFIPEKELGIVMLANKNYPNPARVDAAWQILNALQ
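AmpC (5.3 nM in the dispensed reagent) in 20 mM phosphate pH 7.0 with 0.01% (detergent screen) or 0.0001% Triton X-100 was preincubated with compounds for 15 min at room temperature. Nitrocefin was then added from an 800 uM solution, and hydrolysis was followed at 480 nm.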
AmpC inh no detg – qHTS Inhibitors of AmpC Beta-Lactamase (assay without detergent); AmpC nitrocefin hydrolysis, absorbance 480 nm, 0.0001% Triton; 0.52% of 330,000 active; Potency, µM (titrated, usually from 57.1 µM), inactives show at the highest dose activity change, negative = inhibition, hits mostly inhibitors; P00811;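 further: potency means the concentration at half of the fitted maximal effect; plate controls were no compound for no effect and no enzyme for full effect; nearly all actives have a fitted effect of over 20% in size; some results filed as inactive show a strong effect at the top dose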
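AmpC (5.3 nM in the dispensed reagent) in 20 mM phosphate pH 7.0 with 0.01% (detergent screen) or 0.0001% Triton X-100 was preincubated with compounds for 15 min at room temperature. Nitrocefin was then added from an 800 uM solution, and hydrolysis was followed at 480 nm.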
HCMV antiviral – qHTS Assay for inhibitors of the human cytomegalovirus (HCMV); HFF cells, HCMV-luciferase reporter, 72 h; hits give low values; activity change, negative = inhibition, % at 57.5 µM; 4.5% of 410,000 active; AID 1259415, 2018; in the data active means activity change below about -60%; inconclusive means no clear call, values can overlap the other calls; inactive means above about -39%
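Compounds were evaluated in HFFs infected with an HCMV luciferase reporter virus (MOI 1 PFU/cell). Luciferase in lysates collected 72 h post infection served as the replication measure.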
AMA1 RON2 block – qHTS for Inhibitors of AMA1-RON; Towards Development of Antimalarial Drug Lead: Primary Screen | Plasmodium falciparum AMA1 (3D7) - RON2 peptide interaction | AlphaScreen AMA1-biotinylated RON2 peptide binding | Potency, µM (titrated, usually from 58.2 µM), for the others: at the highest dose activity change, negative = inhibition, usual class: inhibitors | 0.2% of 360,000 active;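 further: potency means the concentration at half of the fitted maximal effect; 0% = vehicle wells and -100% = peptide control; nearly all actives have a fitted effect of over 45% in size; some results filed as inactive show a strong effect at the top dose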
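AMA1 (3D7) with his tag at 25 nM final met compounds first, then biotinylated RON2 peptide at 25 nM; detection used donor plus acceptor beads, 10 µg/mL apiece, read by AlphaScreen after 30 min at room temperature.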
Numbers without * were called inactive; ? = inconclusive; . = not tested or not shown; [ ] = another dose, or the depositor's remark. Unless noted, the call rests on the fitted dose curve; in most records, active means well fitted curve in the direction sought with a large enough effect; inconclusive means small, poorly fitted or top-dose-only effect, or another doubt; inactive means no such curve, though single readings can be large; an effect the other way counts as inactive or inconclusive. Unless noted, on the % scale 0 is the no-effect control and ±100 the full control effect. An unsorted share of the library. About 7.5% of those tested had a hit in this group.

SMILES | Tb PYK inh | LmPK inhibitor | HCV inhibitor | AmpC detergent | AmpC inh no detg | HCMV antiviral | AMA1 RON2 block
COc1ccc(C(CNC(=O)c2ccc(S(=O)(=O)Nc3ccccc3C)cc2)N2CCOCC2)cc1 (stereo not drawn) | -5.8% | . | -0.7% | -11.3% | 79.6%[activator] | -19.0 | 0.3%
O=C(Nc1ccc(F)cc1)N1CCN(C(=O)C2CCCO2)CC1 (stereo not drawn) | -3.7% | 1.2% | 6.6% | 6.2% | -13.4% | 23.3 | 7.4%
C[C@@H]1CN([C@H](C)CO)C(=O)CCCn2nncc2CO[C@H]1CN(C)C(=O)Nc1cccc(Oc2ccccn2)c1 | 7.6% | . | . | . | . | 15.0 | 9.1%
Nc1nc2c(ncn2C2C[C@H](O)[C@@H](CO)O2)c(=O)[nH]1 (stereo partly drawn) | 1.8% | . | 17.9% | -15.7% | -17.7% | -2.1 | 2.2%
Cc1cccc(NC(=O)c2c(C)oc3ncnc(N4CCCCC4)c23)c1C | -5.9% | . | . | -3.9% | . | ? | .
COc1cccc(C(C)N(C)Cc2nc(COc3ccccc3)no2)c1 (stereo not drawn) | 1.7% | -1.4% | -2.5% | -3.1% | 10.8% | 17.0 | 15.8%
COc1ccccc1C(=O)NCC(=O)N1CCN(c2ncccn2)CC1 | -10.0% | . | 0.5% | -6.6% | -13.7% | -13.3 | -7.9%
C[C@H](C(=O)O)c1n[nH]c(=O)c2ccccc12 | -9.2% | -2.6% | 27.2% | -15.7% | -17.7% | 18.2 | -3.2%
O=C(c1cc2ccccc2o1)N1CCN(C/C=C/c2ccccc2)CC1 | 3.0% | -0.4% | -26.3% | ? | 126.9%[activator] | ? | -7.8%
COCCn1c(SCC(=O)Nc2cccc(S(N)(=O)=O)c2)nc2cc(Cl)ccc2c1=O | -9.8% | 2.7% | 18.0% | -4.8% | -19.7% | -30.7 | 6.2%
c1ccc2c(Cn3ccnc3)c[nH]c2c1 | -19.2% | -0.6% | 9.2% | -8.7% | -8.2% | 45.4 | -2.4%
COc1cc(C(=O)N2CCN(c3ccccc3F)CC2)ccc1OCC(=O)N1CCOCC1 | -5.7% | . | ? | -5.7% | 26.5% | -2.7 | 0.0%
CCCn1c(SCC(=O)Nc2nnc(C)s2)nnc1C1CC1 | -6.3% | -4.2% | 20.2% | 6.4% | -29.9% | -11.0 | -9.5%
O=C(COc1ccccc1)N1CCN(c2ncnc3c2cnn3-c2ccccc2)CC1 | 0.9% | 5.3% | ? | -5.1% | 65.4%[activator] | -25.2 | -3.2%
COCCn1c(SCCN2CCOCC2)nc2c1c(=O)[nH]c(=O)n2C | ? | -0.3% | 22.8% | ? | -18.5% | -13.2 | -5.7%
C=CCn1c(SCC(C)=O)nc2sc3c(c2c1=O)CCC3 | 6.6% | -1.3% | ? | 1.3% | -4.3% | -25.3 | -6.7%
CCOc1ccc(C(=O)c2cn(CC(=O)Nc3ccc(OC)cc3)c3cc4c(cc3c2=O)OCO4)cc1 | -6.9% | . | . | 1.8% | . | 4.7 | .
O=C(OCn1ncc(Cl)c(Cl)c1=O)c1cccc(C(F)(F)F)c1 | 8.5% | 0.2% | ? | -4.8% | -28.1% | . | ?
OC(CSc1c(Cl)cccc1Cl)CN1CCN(c2ccccc2F)CC1 (stereo not drawn) | 0.8% | 2.0% | -23.6% | 0.4% | 14.6% | 56.8 | -12.0%
O=C(O)C1(Nc2ccc(Cl)cc2)CCCC1 | 7.2% | . | 0.7% | . | . | -4.8 | -7.9%
CC(C)Cc1ccc(S(=O)(=O)N2CCOCC2)cc1 | 4.6% | -2.8% | -8.7% | -8.1% | 17.6% | -10.0 | 8.1%
COc1ccc(NC(=O)C(=O)NCCc2csc(-c3ccc(Cl)cc3)n2)cc1 | -8.3% | . | . | 2.3% | . | 11.9 | .
CC(C)(C)S(=O)(=O)/C(C#N)=N/Nc1ccc(S(N)(=O)=O)cc1 | 0.0% | 0.9% | 8.0% | 9.6% | -30.8% | -23.2 | 22.8%
CC(C)[C@@H](C(=O)NC1CC1)N1C(=O)N2CCc3c([nH]c4ccccc34)[C@@]2(C)C1=O | -1.7% | -9.2% | -22.5% | ? | 81.1%[activator] | 54.5 | 0.0%
Cc1ccc(OCc2nnc(SCC(=O)N3C(C)CCCC3C)o2)cc1 (stereo not drawn) | 9.9% | 1.1% | 0.5% | -1.0% | 40.3% | -15.8 | 66.4%[activator]
COc1ccc(-n2cnc3cc(C(=O)NCC4CCCO4)ccc32)cc1 (stereo not drawn) | -5.7% | -1.9% | -8.6% | -17.7% | -5.1% | -37.3 | 0.8%
COc1ccc(CN2C(=O)c3cccc4cccc(c34)C2=O)cc1 | 3.2% | 1.2% | 17.7% | -4.0% | -16.5% | 3.8 | -15.4%
OCCC1CN(Cc2cccc3nonc23)CCN1C1CCCCC1 (stereo not drawn) | 1.3% | 4.6% | 2.4% | 6.7% | -14.0% | -1.1 | 0.0%
CCC(Oc1ccccc1F)C(=O)Nc1c(C(=O)c2ccccc2)oc2ccccc12 (stereo not drawn) | -2.1% | . | . | 23.9% | . | ? | .
O=C(c1noc2c1CCCC2)N1CCN(c2ccccc2)CC1 | 3.0% | -9.8% | 2.8% | -3.2% | 2.0% | 2.2 | -0.3%
Cc1cc(NC(=O)COC(=O)COc2ccc(Cl)cc2C)c([N+](=O)[O-])cc1C | 7.2% | -3.4% | 6.6% | -2.2% | -29.3% | 26.5 | ?
CCOC(=O)c1ccc(NC(=O)c2nsc3ccccc23)cc1 | 4.8% | . | . | 12.4% | . | -77.8* | .
CCC1CCCCN1S(=O)(=O)c1cc2c(cc1C)NC(=O)CO2 (stereo not drawn) | -15.4% | . | . | 5.3% | . | -22.8 | .
CCOc1cc(C(=O)OC(C)C(=O)Nc2ccccc2OC)ccc1OCC(=O)N1CCOCC1 (stereo not drawn) | -3.7% | . | -13.3% | . | . | -36.2 | -1.6%
O=C(C1CC(c2ccc(F)cc2)=NO1)N1CCCc2ccccc21 (stereo not drawn) | -2.2% | 6.0% | -29.9% | ? | -14.6% | 9.4 | 0.8%
Cc1cc(NC(=O)CSc2nnc(-c3ccccc3F)n2N)no1 | -1.1% | . | 9.1% | . | -8.1% | -2.2 | 14.9%

A different layout for some results above:
Sequence of screens: Tb PYK inh	LmPK inhibitor	HCV inhibitor	AmpC detergent	AmpC inh no detg	HCMV antiviral	AMA1 RON2 block
CCOc1ccc(C(=O)c2cn(CC(=O)Nc3ccc(OC)cc3)c3cc4c(cc3c2=O)OCO4)cc1
    -6.9%	.	.	1.8%	.	4.7	.
O=C(OCn1ncc(Cl)c(Cl)c1=O)c1cccc(C(F)(F)F)c1
    8.5%	0.2%	?	-4.8%	-28.1%	.	?

(more compounds)
SMILES | Tb PYK inh | LmPK inhibitor | HCV inhibitor | AmpC detergent | AmpC inh no detg | HCMV antiviral | AMA1 RON2 block
CC(C)CC(NC(=O)C1CCC(C)CC1)C(=O)NCc1ccco1 (stereo not drawn) | -5.8% | -9.1% | 5.1% | -2.7% | -14.4% | -21.1 | 0.0%
O=C(CSCSCC(=O)NCC1CCCO1)NCC1CCCO1 (stereo not drawn) | 6.1% | 2.5% | 3.8% | -12.5% | -14.4% | 2.4 | ?
CCCCNCCCOc1cccc(Cl)c1 | 0.1% | -0.7% | -29.8% | -6.9% | -17.8% | -16.2 | 0.4%
COc1ccc2c(-c3ccc(SC)cc3)c(-c3ccc(S(C)(=O)=O)cc3)sc2c1 | -0.7% | . | ? | . | -50.3% | -21.8 | 14.6%
COc1cc(Br)c(C(C)NC(=O)c2ccccc2)cc1OC (stereo not drawn) | 32.3%[activator] | -5.4% | 14.2% | 2.6% | -7.6% | 9.4 | 0.0%
CC(=O)c1nnn(-c2ccc(Cl)cc2C#N)c1C | 1.1% | -3.8% | 1.1% | 2.0% | -12.7% | -21.5 | -9.1%
C/C(CCN1CCCCc2nc(C)c(C)cc21)=N\OC[C@@H](O)[C@H]1O[C@@H]2OC(C)(C)O[C@@H]2[C@H]1O | . | 1.5% | -8.8%[8.37 µM] | 0.9% | 3.9% | . | .
COCCN(CC(=O)NC1CCCCC1)C(=O)c1csnn1 | 0.9% | 0.9% | ? | -12.3% | -3.6% | -16.6 | -1.3%
O=C(NC1CCN(Cc2ccccc2)CC1)c1ccc(Cn2c(=S)[nH]c3ccc(N4CCOCC4)cc3c2=O)cc1 | -7.5% | 0.5% | ? | -8.9% | 92.6%[activator] | 49.0 | 45.6%[activator]
CC1CCCCC1NC(=O)COC(=O)COc1ccc(Cl)cc1 (stereo not drawn) | -2.5% | -1.5% | 17.5% | ? | 0.7% | ? | 5.8%
COCCn1c(-c2ccsc2)nc2c1c(=O)[nH]c(=O)n2CC(C)C | -0.9% | 8.8% | 8.9% | 2.9% | -10.0% | -29.9 | 26.0%
COc1ccc(CCNC(=O)CNC(=O)c2nn(-c3ccc(OC)c(OC)c3)c(=O)c3ccccc23)cc1OC | -5.5% | 4.6% | -10.6% | ? | 114.0%[activator] | -17.6 | -16.3%
O=C(COc1ccccc1)Nc1nn[nH]n1 | -16.0% | -0.4% | 1.0% | ? | -9.3% | 61.1 | 11.6%
O=S(=O)(c1ccccc1)N1CCC(c2ccncc2)CC1 | 2.6% | . | . | 3.8% | . | -21.4 | .
O=c1[nH]c(C2CCN(S(=O)(=O)c3cccc(C(F)(F)F)c3)CC2)nc2c1nnn2Cc1cccc(F)c1 | -1.2% | 3.4% | -15.8% | 4.6% | -3.0% | ? | -2.3%
Cc1nn(Cc2c(F)c(F)c(F)c(F)c2F)c(C)c1NC(=O)c1ccc(COc2cc(Cl)ccc2Cl)cc1 | 3.5% | 3.7% | ? | 4.1% | -10.1% | 55.6 | -6.6%

Three neighbouring compounds from above:
SMILES | Tb PYK inh | LmPK inhibitor | HCV inhibitor | AmpC detergent | AmpC inh no detg | HCMV antiviral | AMA1 RON2 block
O=S(=O)(c1ccccc1)N1CCC(c2ccncc2)CC1 | 2.6% | . | . | 3.8% | . | -21.4 | .
O=c1[nH]c(C2CCN(S(=O)(=O)c3cccc(C(F)(F)F)c3)CC2)nc2c1nnn2Cc1cccc(F)c1 | -1.2% | 3.4% | -15.8% | 4.6% | -3.0% | ? | -2.3%
Cc1nn(Cc2c(F)c(F)c(F)c(F)c2F)c(C)c1NC(=O)c1ccc(COc2cc(Cl)ccc2Cl)cc1 | 3.5% | 3.7% | ? | 4.1% | -10.1% | 55.6 | -6.6%

Screening data as filed in PubChem BioAssay.
